High-throughput results: PubChem BioAssay, several laboratories
NSD2 HMT inh – inhibitors of human histone methyltransferase NSD2 | O96028 | NSD2 peptide methylation, AlphaScreen, 120 min | inhibition, % at 12.5 µM | hit rate 0.54% among 310,000; in the data active means inhibition above about 50%
Wnt bcat act – Wnt/beta-catenin pathway activation. hit rate 1.2% among 300,000. activation, % at 9.35 µM. Wnt/beta-catenin reporter cell assay, activator, plate reader; in the data active means activation above about 30%, passing the limit was not always enough;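 further: 0% = neutral control wells and 100% = positive control wells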
V-ATPase pHluor – regulators of yeast V-ATPase proton transport; S. cerevisiae, pHLuorin cytosolic pH fluorescence; response, % at 10 µM; hit rate 0.37% among 350,000; in the data active means response mostly above about 7.3%, no sharp cut-off; inactive means mostly below about 5.4%; further: actives read high; inactives centre near 0; some compounds called inactive have numbers as strong as hits; reference of the scale not given here
Active calls of the source: *; · = no result given.

The opening two compounds (preview)
SMILES	NSD2 HMT inh	Wnt bcat act	V-ATPase pHluor
CC1(C)OC2CC(=O)OCC23C1CC(=O)C1(C)C3CCC2(C)C(c3ccoc3)OC(=O)C3OC321 (stereo not given)	·	0	·
CCc1cc(=O)oc2c(CNC(Cc3ccccc3)C(=O)O)c(O)ccc12 (stereo not given)	·	-1	·

The listing, previewed entries included:
SMILES	NSD2 HMT inh	Wnt bcat act	V-ATPase pHluor
CC1(C)OC2CC(=O)OCC23C1CC(=O)C1(C)C3CCC2(C)C(c3ccoc3)OC(=O)C3OC321 (stereo not given)	·	0	·
CCc1cc(=O)oc2c(CNC(Cc3ccccc3)C(=O)O)c(O)ccc12 (stereo not given)	·	-1	·
COc1ccccc1N1CCN(CCCNc2cc(=O)n(C)c(=O)n2C)CC1	-1	-3	-3

Quoted from the listing:
Entry for COc1ccccc1N1CCN(CCCNc2cc(=O)n(C)c(=O)n2C)CC1 in NSD2 HMT inh: -1
Entry for CC1(C)OC2CC(=O)OCC23C1CC(=O)C1(C)C3CCC2(C)C(c3ccoc3)OC(=O)C3OC321 (stereo not given) in Wnt bcat act: 0

An excerpt; count on the stated rates, not on these rows.
